All columns: NCI-60 one-dose screen, growth in % after 48 h at 10 µM unless noted; 100 = growth as untreated, 0 = no growth, -100 = all killed.
HT29: HT29 colon cancer. hit rate 7.4% among 81,000
SF-539: SF-539 CNS cancer; AID 1794752; hit rate 6.8% among 81,000
SW-620: SW-620 colon cancer. AID 1794795. hit rate 5.2% among 82,000
SNB-19: SNB-19 CNS cancer cells | hit rate 2.5% among 81,000 | AID 1794751
DU-145: DU-145 prostate cancer; hit rate 4.2% among 81,000
HCC-2998: HCC-2998 colon cancer; hit rate 4.7% among 79,000
PC-3: PC-3 prostate cancer cells | AID 1794754 | hit rate 3.9% among 80,000
KM12: KM12 colon cancer cells; hit rate 5% among 82,000; AID 1794800
SNB-75: SNB-75 CNS cancer; hit rate 5% among 79,000; AID 1794750
* marks the source's active call; other numbers are inactive results; . = not tested or not shown; & = joins results of further samples; [ ] = remark or other dose. The calls were made as follows: active = growth percent below 10; inactive = the rest.

Under each structure: HT29	SF-539	SW-620	SNB-19	DU-145	HCC-2998	PC-3	KM12	SNB-75
1) COc1ccc2oc(=O)cc(-c3nc(-c4ccccc4)c(-c4ccccc4)n3-c3ccc(C(=O)O)cc3)c2c1
  86	74	55	82	96	96	72	61	59
2) Cn1c(SCc2nc(N)c3ccccc3n2)nnc1-c1cccs1
  105	121	103	76	118	.	.	93	104
3) C=CC(CO)N1CCCCC1 (centres undefined)
  100	112	99	96	112	107	98	111	91
4) COc1ccc2c(c1)/C(=C/c1c(-c3cc(OC)c(OC)c(OC)c3)nc3sc(C)cn13)C(=O)N2
  112	93	108	85	99	80	98	91	87
5) Nc1cc(=O)[nH]c(SCC(=O)Nc2nc(-c3ccccc3)cs2)n1
  99	96	101	98	109	109	80	96	80
6) O=C(O)CCCc1cn(Cc2cn(CC(=O)Nc3ccc(Cl)cn3)nn2)c2ccccc12
  100	96	91	95	100	95	85	90	79
7) O=C(O)c1ccc(-n2cc(CNc3cccc(C(F)(F)F)c3)c(-c3ccc(F)cc3)n2)cc1
  114	100	101	104	90	110	83	92	105
8) Clc1ccc2c(NCCCN3CCOCC3)c3oc4ccccc4c3nc2c1
  26	26	22	54	31	50	49	32	52
9) O=C(NCCCl)Nc1nccnc1OCc1ccc(Cl)cc1
  102	112	104	101	110	120	100	103	116
10) Cc1ccc2c(Cn3cc(Cn4c(C)cc(=O)n(Cc5cn(Cc6cc(=O)oc7cc(C)ccc67)nn5)c4=O)nn3)cc(=O)oc2c1
  104	99	108	101	108	102	102	102	98
11) C=C1C(=O)O[C@H]2[C@H]1CC/C(COC(=O)OCCCCCOC(=O)OC/C1=C/CC[C@@]3(C)O[C@H]3[C@H]3OC(=O)C(=C)[C@@H]3CC1)=C\CC[C@@]1(C)O[C@@H]21
  -86*	-33*	-54*	26	-4.5*	-61*	-26*	5.6*	80
12) CCCCN(CCCC)C(=O)CCl
  115	107	119	116	102	98	100	103	98
13) S=C1NCCS1
  109	110	101	101	102	101	97	100	91
14) COc1ccc(NC2=C(Sc3nc(C)cc(C)n3)C(=O)N(Cc3ccccc3)C2=O)cc1Cl
  60[30 µM]	101[30 µM]	89[30 µM]	95[30 µM]	113[30 µM]	.	.	99[30 µM]	84[30 µM]
15) CCN(SSN(CC)S(=O)(=O)c1ccc(C)cc1)S(=O)(=O)c1ccc(C)cc1
  106	98	98	92	107	102	100	108	92
16) NC(CCc1nc2ccccc2c(=O)[nH]1)C(=O)O (centres undefined)
  104	105	102	98	120	107	102	112	.
17) COc1ccc(C2=NNC(c3ccc(Oc4ccnc5cc(Cl)ccc45)c(OC)c3)C2)cc1 (centres undefined)
  94	108	98	77	101	92	81	95	83
18) N#CCc1cccnc1
  104	105	109	104	109	90	104	109	102
19) COc1cc(OC)cc(C(=O)Nc2cc(-c3cccnc3)nc(NCCCN3CCOCC3)n2)c1
  85	91	100	99	104	123	85	104	109
20) CC(=O)COC(C)=O
  96	99	106	99	103	96	92	105	99

Compound profiles (already shown):
Listed for CC(=O)COC(C)=O : HT29: 96; SF-539: 99; SW-620: 106; SNB-19: 99; DU-145: 103; HCC-2998: 96; PC-3: 92; KM12: 105; SNB-75: 99
Listed for CCCCN(CCCC)C(=O)CCl : HT29: 115; SF-539: 107; SW-620: 119; SNB-19: 116; DU-145: 102; HCC-2998: 98; PC-3: 100; KM12: 103; SNB-75: 98

More entries follow.
Under each structure: HT29	SF-539	SW-620	SNB-19	DU-145	HCC-2998	PC-3	KM12	SNB-75
21) CC(C)C(=O)C1CCCC1
  110	87	102	100	115	115	93	115	92
22) CN(C)CCN(Cc1ccccc1)c1nc2ccccc2o1
  80	95	97	104	102	100	100	92	78
23) CCOC(=O)C(CC1CCCCC1)C(C)=O (centres undefined)
  97	.	104	94	109	96	96	105	86
24) COc1cc(C2CC(c3ccc(N(C)C)cc3)=NN2C(C)=O)cc(OC)c1OC (centres undefined)
  9.8*	-21*	11	39	2.1*	25	29	11	-24*
25) CC1CN=C(c2ccc(NC(=O)c3ccc(C(=O)Nc4ccc(C5=NCC(C)N5)cc4)c(N)c3)cc2)N1 (centres undefined)
  97	110	99	101	111	102	93	104	64
26) O=C(/C=C/c1ccccc1)c1ccc(NC(=O)N2CCN(c3cc4c(cc3F)c(=O)c(C(=O)O)cn4C3CC3)CC2)cc1
  110	98	99	83	99	111	96	100	90
27) O=C(NNc1nc2cc(F)ccc2n2cccc12)c1ccncn1
  28	4.4*	23	25	19	53	36	23	-3.0*
28) COc1cc2c(c(OC)c1OC)OC1(OC(=O)c3ccccc31)OC2=O (centres undefined)
  103	100	102	100	105	101	95	101	94
29) O=c1[nH]c(-c2ccccc2)c(-c2ccccc2)[nH]1
  95	94	113	99	121	106	96	115	94
30) Cc1cc(C)n2c(SCc3nc4sc5c(c4c(=O)[nH]3)CCCC5)nnc2n1
  86	108	101	123	91	83	82	81	66
31) COc1cc2cc(NCc3ccc(OCC(N)=O)c(OC)c3)nc(C)c2cc1OC
  91	98	101	92	104	109	101	104	96
32) O=C(O)CCC(=O)Nc1ccc(S(=O)(=O)Nc2nccs2)cc1
  99&104	116&102	107&112	95&119	112&116	87&102	98&97	108&110	108&90
33) Cn1ccnc1C(=O)/C=C/c1ccc(CC(=O)Nc2ccccc2)cc1
  5.1*	-19*	2.2*	10	10	29	26	3.7*	11
34) C=C1C(=O)O[C@H]2[C@H]1CC/C(Cn1cc(-c3ccsc3)nn1)=C\CC[C@@]1(C)O[C@@H]21
  -69*	-72*	-71*	60	-83*	-47*	-20*	34	22
35) CCC(C)c1ccc(OCC(C)OC(=O)C(C)C)cc1 (centres undefined)
  90	105	106	110	110	106	85	104	95
36) N#CCc1ccc(Sc2ccccc2)cc1
  95	95	101	107	101	108	107	107	93
37) NS(=O)(=O)c1ccc(Nc2ccnc(SCC(=O)c3ccc([N+](=O)[O-])cc3)n2)cc1
  104	101	98	98	109	109	97	102	102
38) O=S(=O)(O)c1cc(Cl)cc(Cl)c1O
  .	104	107	108	109	108	97	100	93
39) CC(=O)C12OC(C)(C)OC1CC1C3CCC4=CC(=O)CC4(C)C3CCC12C (centres undefined)
  109	92	95	100	109	103	93	102	90
40) O=c1oc2ccccc2cc1-c1cc(/C=C/c2ccccc2)cc(-c2cc3ccccc3oc2=O)n1
  107	103	105	104	110	118	99	103	101
41) O=c1c2c3c(sc2n2c(-c4ccc([N+](=O)[O-])cc4)nnc2n1Cc1ccccc1)CCCC3
  98	107	93	99	110	100	85	114	78
42) CSc1nc(-c2ccccc2)cc(=O)[nH]1
  114	95	107	102	109	103	86	89	102
43) CC1CCc2c(sc(NC(=O)CSc3nnc4ccccn34)c2C(N)=O)C1 (centres undefined)
  117	137	109	115	144	105	106	108	104
44) CNC(=S)C(=S)NC
  107	99	102	99	122	114	98	109	87
45) CCOC(=O)c1cc(-c2ccccc2)nc(N)n1
  119	94	103	92	107	109	97	110	85
46) COc1ccc(C(=O)/C=C/Nc2cc(-c3ccccc3)nn2-c2ccccc2)cc1
  99	95	84	92	100	99	87	100	94
47) O=C(Nc1nc(-c2ccccn2)cs1)c1ccccc1Br
  82	95	84	118	97	87	76	75	93
48) CCN(CC)c1ccc2nc3c4ccccc4c(=O)cc-3n(-c3ccccc3)c2c1
  6.6*	-30*	7.9*	24	.	-6.6*	6.0*	-5.7*	-2.3*
49) O=S(=O)(NCCNc1cc(-c2cn(-c3ccccc3)nc2-c2cccc(O)c2)ccn1)c1ccc(F)cc1
  1.8*	44	19	46	55	-35*	15	11	46
50) N#CC1=C(Cl)NC(c2cccc([N+](=O)[O-])c2)c2sc3c(F)cccc3c21 (centres undefined)
  105	94	97	101	111	112	91	100	92

Part of the list above in order of SMILES length, largest number first.
Under each structure: HT29	SF-539	SW-620	SNB-19	DU-145	HCC-2998	PC-3	KM12	SNB-75
4) COc1ccc2c(c1)/C(=C/c1c(-c3cc(OC)c(OC)c(OC)c3)nc3sc(C)cn13)C(=O)N2
  112	93	108	85	99	80	98	91	87
40) O=c1oc2ccccc2cc1-c1cc(/C=C/c2ccccc2)cc(-c2cc3ccccc3oc2=O)n1
  107	103	105	104	110	118	99	103	101
17) COc1ccc(C2=NNC(c3ccc(Oc4ccnc5cc(Cl)ccc45)c(OC)c3)C2)cc1 (centres undefined)
  94	108	98	77	101	92	81	95	83
5) Nc1cc(=O)[nH]c(SCC(=O)Nc2nc(-c3ccccc3)cs2)n1
  99	96	101	98	109	109	80	96	80
42) CSc1nc(-c2ccccc2)cc(=O)[nH]1
  114	95	107	102	109	103	86	89	102

Additional entries follow:
51: Cc1ccc(C2=N[C@@H](C(C)OCc3ccccc3)C(=O)c3c(nc4ccccn34)N2)cc1 (some centres undefined)
52: NC(=O)NC(=O)CNc1nnc(-c2ccccc2)s1
53: CC1(C)OC(=O)C(=NNc2cccc3c2C(=O)c2ccccc2C3=O)C(=O)O1
54: N#Cc1c(NC(=O)c2ccc(C(F)(F)F)cc2)sc2c1CCC(O)=C2
55: Nc1ccc(C(=O)Nc2ccc(Nc3ccccc3)c(S(=O)(=O)O)c2)cc1
56: CCCCc1nc(Cl)c(C2CC(c3ccc(C(F)(F)F)cc3)=NN2c2cc(Cl)cc(Cl)c2)[nH]1 (centres undefined)
57: COc1ccc(-c2nc3ccc4[nH]ncc4c3c3c2CCCC3)cc1B(O)O
58: CCC(=O)Oc1ccc(/C(=C(/C)Cc2cccc(OC)c2)c2ccc(OCCN3CCCC3)cc2)cc1

| assay / compound | 51 | 52 | 53 | 54 | 55 | 56 | 57 | 58 |
| --- | --- | --- | --- | --- | --- | --- | --- | --- |
| HT29 | 107 | 108 | 95 | 38 | 95 | 97 | 67 | 71 |
| SF-539 | 96 | 110 | 89 | 3.2* | 100 | 101 | 53 | 95 |
| SW-620 | 104 | 100 | 103 | 17 | 104 | 93 | 33 | 94 |
| SNB-19 | 91 | 98 | 70 | 56 | 96 | 94 | 83 | 103 |
| DU-145 | 91 | 111 | 104 | 39 | 99 | 104 | 46 | 104 |
| HCC-2998 | 106 | 109 | 88 | 47 | 109 | 103 | 70 | 109 |
| PC-3 | 99 | 87 | 86 | 49 | 85 | 80 | 58 | 93 |
| KM12 | 99 | 103 | 88 | 18 | 99 | 96 | 43 | 98 |
| SNB-75 | 77 | 92 | 53 | -3.9* | 93 | 70 | 19 | . |

59: N=c1ncn(C2CCOC2=O)c2nc[nH]c12 (centres undefined)
60: CC(C)[O-].CC(C)[O-].CN(CCN(C)Cc1cc(F)cc(F)c1[O-])Cc1cc(F)cc(F)c1[O-].[Ti+4]
61: COc1ccc(Oc2c(OC)cc(NCc3ccc(CN)cc3)c3ncccc23)cc1
62: Cc1cc(C)n2c(C)nnc2c1
63: COC(=O)c1ccccc1C(=O)c1ccccc1
64: COc1cc(Cc2cc(-c3ccc(Cl)cc3)n[nH]c2=O)ccc1O
65: COc1ccc2c(c1)C(N1CCCCCC1=O)CCN2Cc1ccc(Cl)cc1 (centres undefined)
66: CCN(CC)C(=O)Cn1cc([N+](=O)[O-])cc1[N+](=O)[O-]

| assay / compound | 59 | 60 | 61 | 62 | 63 | 64 | 65 | 66 |
| --- | --- | --- | --- | --- | --- | --- | --- | --- |
| HT29 | 100 | -26* | 113 | 98 | 117 | 110 | 94 | 108&106 |
| SF-539 | 90 | 0.0* | 95 | 99 | 103 | 98 | 100 | 99&106 |
| SW-620 | 100 | 0.5* | 92 | 106 | 98 | 109 | 103 | 106&99 |
| SNB-19 | 102 | . | 91 | . | 99 | 86 | 99 | 100&103 |
| DU-145 | 100 | 18 | 108 | 118 | 106 | 128 | 105 | 110&128 |
| HCC-2998 | 106 | 57 | 104 | 107 | 112 | 131 | 99 | 104&95 |
| PC-3 | 95 | 16 | 94 | 90 | 105 | 105 | 53 | 94 |
| KM12 | 97 | -31* | 98 | 107 | 107 | 105 | 100 | 106&94 |
| SNB-75 | 93 | . | 82 | 93 | 91 | 71 | 103 | 89&108 |

67: COc1ccc(C(C)=O)cc1S(=O)(=O)Nc1c(N)nc(OC)n(C)c1=O
68: O=S(=O)(O)/C=C/c1ccccc1
69: NC(N)=NC(N)=Nc1ccc(S(=O)(=O)c2ccc(N=C(N)N=C(N)N)cc2)cc1
70: CCOC(=O)c1cc(C(=O)c2ccc(OC)c(OC)c2)n2ccc(-c3ccccn3)cc12
71: Nc1cc(N)c(S(=O)(=O)O)cc1N=Nc1cc([N+](=O)[O-])ccc1O

| assay / compound | 67 | 68 | 69 | 70 | 71 |
| --- | --- | --- | --- | --- | --- |
| HT29 | 91 | 102 | 105 | 76 | 102 |
| SF-539 | 98 | 86 | 113 | 30 | 102 |
| SW-620 | 104 | 99 | 103 | 59 | 108 |
| SNB-19 | 94 | 106 | 100 | 68 | 99 |
| DU-145 | 99 | 107 | 101 | 65 | 111 |
| HCC-2998 | 97 | 97 | 108 | 90 | 109 |
| PC-3 | 82 | 111 | 96 | 87 | 87 |
| KM12 | 105 | 104 | 102 | 77 | 106 |
| SNB-75 | 105 | 92 | 96 | 24 | 89 |

Assay outcomes: PubChem, NCI
